POLB inh = blocks human DNA polymerase beta activity; Pol beta primer extension/strand displacement, fluorescence kinetic; Potency, µM (titrated, usually from 114 µM), inactives show at the top dose activity change, negative = inhibition, usual class: inhibitors; 340,000 compounds, 1.3% hits; AID 485314; note: potency is the fitted concentration of half-maximal effect; % is set by controls: 0 for no effect and ±100 for the full control effect
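Reaction started by 50 nM substrate onto compound-treated Pol beta (10 nM, 15 min preincubation, room temperature); plates read at 0 min and 10 min. Normalized concentration-effect data fitted by four-parameter Hill equation.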
POLK inh = inhibitors of human DNA polymerase kappa. 400,000 compounds, 0.53% hits. AID 588579. Potency, µM (titrated, usually from 107 µM), inactives show at the top dose activity, negative = inhibition, usual class: inhibitors. Q9UBT6. purified Pol kappa, fluorescent DNA synthesis assay, 10 min; note: potency is the fitted concentration of half-maximal effect; % is set by controls: 0 for no effect and ±100 for the full control effect
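50 nM final substrate added after 15 min RT preincubation of 10 nM Pol kappa with compound; fluorescence read at 0 and 10 min.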
BLM helicase inh = blocks DNA unwinding by human BLM helicase | Potency, µM (doses to about 56.1 µM), without a hit: top-dose activity change, negative = inhibition, usual class: inhibitors | recombinant BLM DNA unwinding, fluorescence dequenching | P54132 | 350,000 compounds, 0.2% hits;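 note: potency is the fitted concentration of half-maximal effect; plate controls were vehicle for no effect and no enzyme for full effect; nearly all actives have a fitted effect of over 35% in size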
GRP78 ERSR act = induces the endoplasmic reticulum stress response in human glioma cells. U87-MG GRP78 promoter luciferase reporter, 16 h. Potency, µM, without a hit: top-dose activation, most hits filed as activators. 420,000 compounds, 0.02% hits. AID 602332; note: potency is the fitted concentration of half-maximal effect; series mostly up to about 76 µM; % of control where 0% means no effect; nearly all actives have a fitted effect of over 35% in size
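Stably transfected U87-MG glioma cells carrying a GRP78-based luciferase sensor; 16 h compound incubation. Luminescence end-point read 10 min after Bright-Glo addition at room temperature.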
Anesthetic bind = binds horse apoferritin like a general anesthetic. P02791. apoferritin/1-aminoanthracene competitive binding, fluorescence. Potency, µM (top dose mostly 77.5 µM), for inactives: top-dose activity change, negative = displacement, hits mostly inhibitors. 350,000 compounds, 0.074% hits; note: potency is the fitted concentration of half-maximal effect; % is set by controls: 0 for no effect and ±100 for the full control effect; nearly all actives have a fitted effect of over 20% in size
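Probe: 1-aminoanthracene (50% saturated, PBS). Protein: horse-spleen apoferritin, 10 uM. Incubation: 10 min, room temperature. Detection: 380 nm excitation, 535 nm emission. Analysis: normalized response, four-parameter Hill.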
LDHA inh = inhibitors of human lactate dehydrogenase A; activity change, % (values are at about 110 or 230 µM); P00338; 480,000 compounds, 0.15% hits; AID 1347041; purified LDHA, NADH/diaphorase-resazurin fluorescence; active compounds read low; in the data active = activity change below about -30%; inconclusive = mostly about -25% to -30%;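 note: plate controls were DMSO wells for no effect and wells without enzyme for full effect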
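Remaining NADH was detected by diaphorase (0.133 mg/mL) converting 37 µM resazurin to fluorescent resorufin, read at 0 and 20 minutes. The preceding 5-minute room-temperature reaction used 2 nM LDHA, 0.2 mM sodium pyruvate and 0.06 mM NADH at pH 7.4.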
APE1 inh = APE1 (human) endonuclease inhibition. P27695. recombinant APE1, TAMRA/BHQ-2 abasic DNA cleavage fluorescence. Potency, µM (doses to about 65.8 µM), for inactives: at the highest dose activity change, negative = inhibition, usual class: inhibitors. 350,000 compounds, 0.35% hits;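 note: potency is the fitted concentration of half-maximal effect; plate controls were vehicle for no effect and reference inhibitor for full effect; nearly all actives have a fitted effect of over 55% in size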
Target sequence (P27695 whole entry, looked up): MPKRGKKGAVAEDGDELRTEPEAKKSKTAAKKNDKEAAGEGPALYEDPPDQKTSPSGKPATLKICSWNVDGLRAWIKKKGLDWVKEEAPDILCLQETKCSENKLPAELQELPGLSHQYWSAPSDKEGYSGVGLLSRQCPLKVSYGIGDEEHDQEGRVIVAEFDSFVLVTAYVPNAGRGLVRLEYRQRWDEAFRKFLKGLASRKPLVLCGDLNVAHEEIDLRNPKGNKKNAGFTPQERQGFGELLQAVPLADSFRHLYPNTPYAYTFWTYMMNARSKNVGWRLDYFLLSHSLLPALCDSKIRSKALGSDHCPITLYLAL
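Quantitative HTS: incision of a TAMRA/BHQ-2 double-stranded substrate bearing a tetrahydrofuran abasic site by 0.75 nM APE1 raises fluorescence. Substrate 50 nM final, added after 15 min compound preincubation at room temperature; progress as third-minus-first kinetic read difference.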
Pol iota inh = blocks human DNA polymerase iota activity | Q9UNA4 | Pol iota fluorescent replication assay, 10 min | Potency, µM (highest dose often 115 µM), inactives show top-dose activity, negative = inhibition, hits mostly inhibitors | 390,000 compounds, 1% hits | AID 588590; note: potency is the fitted concentration of half-maximal effect
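Pol iota at 10 nM preincubated 15 min with compounds at room temperature; reaction started with fluorescent substrate, 50 nM final. Fluorescence read kinetically at 0 and 10 min; buffer-only wells as negative control.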
POLH inh = DNA polymerase eta (human) inhibition | recombinant Pol eta, fluorescent DNA replication assay | Potency, µM (highest dose often 114 µM), for the others: top-dose activity change, negative = inhibition, actives largely listed as inhibitors | Q9Y253 | 390,000 compounds, 1.2% hits | AID 588591; note: potency is the fitted concentration of half-maximal effect; % is set by controls: 0 for no effect and ±100 for the full control effect
Target sequence (Q9Y253 whole entry, looked up): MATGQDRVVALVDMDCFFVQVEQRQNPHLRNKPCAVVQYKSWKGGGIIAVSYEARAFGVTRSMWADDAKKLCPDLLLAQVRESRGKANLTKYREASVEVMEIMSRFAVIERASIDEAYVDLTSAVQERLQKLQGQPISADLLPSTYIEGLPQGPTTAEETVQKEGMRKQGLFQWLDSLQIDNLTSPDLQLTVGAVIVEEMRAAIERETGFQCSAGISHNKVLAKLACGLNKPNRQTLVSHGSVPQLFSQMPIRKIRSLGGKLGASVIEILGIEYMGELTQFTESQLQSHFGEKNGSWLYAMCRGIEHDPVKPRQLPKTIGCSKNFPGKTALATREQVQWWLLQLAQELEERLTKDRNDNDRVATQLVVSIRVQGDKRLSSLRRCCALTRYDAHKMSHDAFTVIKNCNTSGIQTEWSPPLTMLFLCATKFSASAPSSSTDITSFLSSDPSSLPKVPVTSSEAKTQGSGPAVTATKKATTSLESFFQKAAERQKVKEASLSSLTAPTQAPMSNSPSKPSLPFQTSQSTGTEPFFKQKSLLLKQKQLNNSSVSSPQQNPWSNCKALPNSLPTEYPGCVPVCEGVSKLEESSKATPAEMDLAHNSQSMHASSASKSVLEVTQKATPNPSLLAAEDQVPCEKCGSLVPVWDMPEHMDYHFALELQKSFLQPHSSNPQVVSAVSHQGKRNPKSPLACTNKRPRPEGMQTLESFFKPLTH
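Fluorescent replication assay: 50 nM final substrate added after a 15 min room-temperature compound preincubation with 10 nM enzyme. Signal taken at 0 min and again at 10 min.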
An asterisk follows results filed as active; ? = inconclusive; / = not tested or not shown; & = joins results of further samples; [ ] = remark or other dose. Unless noted, calls come from the whole dose curve; as a rule, active = well fitted curve in the direction sought with a large enough effect; inconclusive = small, poorly fitted or top-dose-only effect, or another doubt; inactive = no such curve, though single readings can be large; an effect the other way counts as inactive or inconclusive.

Each structure is followed by: Pol iota inh	POLK inh	GRP78 ERSR act	BLM helicase inh	LDHA inh	POLH inh	Anesthetic bind	POLB inh	APE1 inh
O=C(CN1C(=O)CCSc2ccccc21)Nc1ccccc1
 : -5.4%	-5.0%	-1.1%	-1.8%	0.7	-15.0%	-3.1%	10.3%	-5.7%
COCCCn1c2nc3ccccc3nc2c2c(=O)n(-c3ccccc3OC)cnc21
 : -0.3%	-9.0%	2.5%	-4.9%	-3.4	-11.0%	-8.6%	-0.4%	2.2%
CCCc1cc(=O)n2[nH]c(C)nc2n1
 : -12.9%	6.7%	-2.9%	1.0%	-0.9	-9.7%	4.0%	0.1%	11.1%
Cc1ccc(S(=O)(=O)NCCNC(=O)CN2CCOCC2)cc1
 : 93.6%[activator]	-0.8%	-2.3%	-3.9%	-6.1	7.1%	-7.8%	6.9%	19.1%
C[C@@H]1CN([C@@H](C)CO)C(=O)Cc2cc(NC(=O)Nc3ccc(C(F)(F)F)cc3)ccc2O[C@@H]1CN(C)S(=O)(=O)c1ccc(Cl)cc1
 : -6.5%	-11.6%	-3.0%	/	0.8	-11.9%	/	/	-19.2%
COC(=O)c1c(-c2ccc(OC)cc2)sc2cc3c(cc12)OCO3
 : 26.3%	-4.3%	2.0%	/	2.2	-15.7%	/	/	9.5%
Oc1ccc(C23CC4CC(CC(C4)C2)C3)cc1O
 : 21.9%	-6.6%	-1.9%	-9.3%	6.1	-23.2%	?	?	9.5%
CCCCc1n(CC(=O)c2ccc(Cl)cc2)c2ccccc2[n+]1C
 : 13.5%	2.0%	-4.2%	2.4%	-0.1	-9.2%	-14.3%	64.6%	11.5%
Cc1csc(N/N=C/c2c(F)cccc2Cl)n1
 : 152.2%[activator]	10.6%	5.9%	-4.2%	-3.5	-8.1%	-9.2%	10.3%	11.2%
CCN(CC)S(=O)(=O)c1ccc(NC(=O)c2ccccc2N(C)S(C)(=O)=O)cc1
 : -135.9%	-6.7%	5.1%	-5.1%	-6.3	2.0%	-12.2%	1.7%	2.9%
COc1ccccc1N1CCN(c2cc(C)nc3nc(-c4ccc(C)cc4)nn23)CC1
 : 43.1%[activator]	-0.2%	-2.2%	-3.2%	-2.8	-11.0%	-2.7%	-0.2%	/
O=C(Nc1ccc(Cl)cc1)Nc1ccc(N2CCC(C(F)(F)F)CC2)nc1
 : 30.0%[activator]	-9.7%	-5.5%	-9.6%	0.3	-22.9%	2.5%	-3.6%	-4.0%
O=C(CCN1C(=O)/C(=C\c2ccccc2)SC1=S)N1CCCCC1
 : 44.5%[activator]	-0.5%	1.9%	0.6%	-6.5	-11.5%	2.9%	-0.6%	0.1%[12.4 µM]
Cc1cc(C(=O)N/N=C/c2cc(Cl)cc([N+](=O)[O-])c2O)n[nH]1
 : 55.1%[activator]	-23.1%	11.4%	-3.8%	10.3	-19.4%	-5.1%	-19.3%	-2.5%
COc1cc2c(cc1OC)-c1nnc(-c3cccs3)n1C1(CCCC1)C2
 : 8.2%	-11.2%	-2.8%	-2.1%	-1.8	-8.3%	-9.1%	14.2%	3.0%
Cc1ccc(/C(O)=C/c2nc3cc(C)ccc3oc2=O)cc1
 : 7.8%	9.6%	-4.1%	-7.2%	3.5	-12.6%	39.8%[activator]	1.9%	3.5%
Cc1occc1C(=O)Nc1cccc(C(=O)NCc2ccccc2)c1
 : 33.7%[activator]	0.0%	-3.3%	-5.4%	-6.9	-10.3%	-16.1%	-0.4%	-6.6%
CN1C(=O)COc2ccc(C(=O)c3oc4ccccc4c3-c3cnc4c(c3)COc3ccccc3-4)cc21
 : /	/	/	-2.0%	/	/	-5.8%	-0.5%	-3.3%
O=C(OCc1nc2ccccc2s1)[C@@H]1CCCN1S(=O)(=O)c1ccccc1F
 : /	/	/	-7.4%	/	/	-15.7%	-3.7%	-7.1%
FC(F)(F)c1cccc(-n2cc(-c3ccccc3)c3c(N4CCCCC4)ncnc32)c1
 : 3.3%	-11.5%[60.1 µM]	-2.0%	-2.3%	-5.1	-19.3%	3.6%	-0.9%	/
O=C(COC(=O)c1ccco1)NCC1CCCCC1
 : -6.0%	-6.2%	-1.1%	/	-12.5	-13.9%	/	/	15.2%
CC(=O)Nc1ccc(N/C=C2/CCCC2=O)cc1
 : 51.2%	3.0%	3.9%	-1.6%	-1.6	-10.1%	-9.6%	4.9%	4.3%
Cc1nn(CC2CC2)c(=O)n1-c1ccc(F)cc1
 : 74.5%[activator]	-5.4%	-4.2%	-2.0%	-3.1	?	-4.2%	54.3%	-2.3%
O=C(NCCN1CCOCC1)c1cccnc1SCc1ccccc1Cl
 : 32.0%	-2.0%	-4.4%	-13.6%	-4.1	-13.5%	-4.6%	5.6%	-2.0%
CCOC(=O)c1cccc(NC(=O)c2cc3c(-c4cccc(OC)c4)nn(C)c3s2)c1
 : 25.4%	0.2%	-1.0%	-7.4%	-5.6	-20.8%	-2.0%	-0.1%	/
O=C1CC(c2ccccc2)CC(O)=C1C=NCCCN1CCOCC1 (centres undefined)
 : 32.5%[activator]	-3.0%	-0.6%	7.4%	0.9	-8.0%	6.5%	5.6%	25.0%
CCC(=O)c1c(O)cc(O)cc1O
 : /	-11.0%[60.1 µM]	-3.2%	-9.6%	/	/	-8.5%	/	-1.0%
O=C(CSc1nc(-c2cccs2)cc(C(F)(F)F)n1)Nc1cc(OCC(F)(F)F)cc([N+](=O)[O-])c1
 : 13.5%	-0.6%	-6.3%	0.7%	-3.3	-17.6%	-13.1%	86.9%	2.7%
COc1ccc(C(=O)N2[C@@H](C(C)C)COc3cc(Br)ccc3S2(=O)=O)cc1
 : 14.1%	12.3%	0.4%	/	-0.5	-16.9%	/	/	/
CCOC(=O)C1CCN(C(=O)C2CCN(S(=O)(=O)c3c(C)noc3C)CC2)CC1
 : 5.0%	-6.5%	-6.2%	1.8%	-7.5	8.0%	-6.3%	13.4%	16.4%
O=C(CCCN1C(=O)c2ccccc2C1=O)NC1CCCCCC1
 : 9.6%	-13.7%	-1.8%	-1.0%	-4.5	-12.0%	-16.4%	-0.2%	2.5%
CC1(C)Nc2ccc(O)cc2-c2c1ssc2=S
 : -11.4%	-5.3%	-9.7%	-4.0%	21.4	-17.8%	3.9%	3.5%	13.6%
CCOc1ccc(Br)cc1S(=O)(=O)NC1=NCCCCC1
 : 81.4%[activator]	-10.9%	-3.4%	/	-4.6	-11.6%	/	/	15.2%
COc1cccc(/C=C/C(=O)N2CC(C)OC(C)C2)c1OC (centres undefined)
 : 13.5%	5.0%	-4.8%	-4.3%	-8.8	-21.8%	5.0%	21.5%	-6.3%
NNC(=O)C(=O)Nc1ccc(O)cc1
 : 55.2%[activator]	2.7%	-4.8%	0.3%	0.7	-20.7%	4.0%	25.9%	6.8%
COc1ccc2nc3oc(C(=O)N4CCN(c5cc(C)ccc5C)CC4)cc3cc2c1
 : ?	-3.8%	2.4%	-4.7%	-0.3	-12.5%	59.6%[activator]	9.2%	/
Cc1nn(-c2ccc(Cl)nn2)c(=O)c2ccccc12
 : 7.9%	-6.2%	1.3%	-1.2%	-6.2	-4.9%	-5.5%	-0.2%	-3.1%
CC(C)Cc1cc(C(=O)Nc2ccc(Br)cc2)no1
 : 4.4%	-7.5%	5.6%	-3.2%	-0.3	?	-8.6%	0.3%	-3.2%
COc1cc(/C=C/C(=O)OC(C)C(=O)Nc2c(C)n(C)n(-c3ccccc3)c2=O)ccc1O (centres undefined)
 : 31.8%[activator]	5.4%	-2.3%	/	-4.4	-21.9%	/	/	9.3%
O=[N+]([O-])c1ccc(O)c(/C=N/n2c(-c3ccccc3)n[nH]c2=S)c1
 : 64.6%[activator]	0.3%	-4.9%	-2.9%	-3.0	-18.7%	?	9.6%	17.1%
O=c1c2ccccc2nc(-c2ccccc2Cl)n1O
 : 56.3%[activator]	4.7%	7.7%	-3.0%	-7.8	-2.8%	-9.3%	-3.1%	1.4%
Cc1ccc(NC(=O)C2CCN(C(=O)c3cnn(-c4ccccc4)c3-n3cccc3)CC2)cc1
 : 9.7%	-4.7%	1.7%	-3.2%	-0.7	-18.1%	-8.7%	-1.8%	/
CCCCCc1cc(=O)oc2c(C(CCN3CCCCC3)c3ccc(OC)cc3)c(OC)cc(OC)c12 (centres undefined)
 : ?	-11.1%&-2.0%	-5.2%&-12.1%	-4.6%&-4.9%	-11.9	-26.2%	-19.8%&-15.5%	28.2%	1.6%&-9.8%
CC(=O)c1ccc(NC(=O)c2cc(CC(C)C)nc3ccccc23)cc1
 : 3.8%	-10.1%	5.5%	-2.3%	-6.7	1.4%	-12.6%	-8.2%	14.0%
CCOc1ccccc1OCCCOc1ccc(C)cc1Br
 : 15.1%	-12.8%	4.6%	-3.7%	-1.8	-3.1%	20.0%	-3.6%	-6.7%
Cc1cccc(N(C(=O)Cc2cccs2)C(C(=O)NC2CCCC2)c2ccncc2)c1 (centres undefined)
 : 151.4%[activator]	-7.6%	0.4%	0.3%	-0.2	-16.9%	4.1%	-10.5%	73.2%[activator]
COc1cccc(-c2nc(S(=O)(=O)c3ccccc3)c(N3CCOCC3)o2)c1
 : ?	-0.7%[60.1 µM]	-2.0%	-3.2%	-0.5	-3.9%	-1.5%	-4.9%	3.2%
COc1cc(SC)ccc1C(=O)NCCOc1c(C)cc(C)cc1C
 : -2.2%[58.9 µM]	?	-4.2%	-9.2%	2.2	-10.8%	34.6%[activator]	1.1%	-1.7%

Screening results (PubChem)

These rows are one share of the data (hit frequency here may not be typical).
